# Bioassay records deposited in PubChem by The Scripps Research Institute Molecular Screening Center.
# CHO parental Ca – ATP-evoked calcium signal inhibitors, parental CHO, primary screen, counter-screen for OX1R antagonist project, cell-based, fluorescence, Fluo-8 calcium dye. parental CHO-K1, ATP-induced calcium, Fluo-8 fluorescence. inhibition, % at 5.6 µM. 330,000 compounds, 0.63% hits;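 active = inhibition above that plate's mean sample inhibition plus 3 SD, cut at about 26% in these data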;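 note: 0% = ATP-challenged DMSO wells and 100% = DMSO wells without ATP; some compounds past the cut are filed as inactive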
#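 Test system: parental CHO cells; detection: calcium-sensitive Fluo-8 fluorescence; evaluation: percent inhibition of calcium signal; also added: ATP as calcium-mobilizing challenge; repeats: one well per compound; control set: ATP-challenged DMSO wells low, unchallenged DMSO wells high; compound: single nominal dose of 5.6 µM per compound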
# TAAR1 ag – human TAAR1 agonists, primary screen, Fluo-8 calcium fluorescence, CHO RD-HGA16 cells. 360,000 compounds, 0.99% hits. activation, % at 3 µM. vehicle wells 0%, saturating PEA agonist 100%;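 active = activation above the mean activation of all test compounds in the run plus 3 SD, cut at about 38% in these data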
#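 Test system: RD-HGA16 (CHO) cells co-expressing Gα16 and hTAAR1 / Benchmarks: DMSO vehicle as 0%, PEA at EC100 as 100% / Repeats: no replicates (n 1) / Measure: % activation from peak over basal fluorescence ratio, DMSO-to-PEA scaled / Timing: 17-24 h plating, Fluo-8 75 min 37 °C, 30 min RT / Technique: kinetic Fluo-8 calcium fluorescence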
# TAAR1 antagonist – human TAAR1 antagonists, primary screen, Fluo-8 calcium fluorescence, CHO RD-HGA16 cells; antagonist; 360,000 compounds, 1.5% hits; inhibition, % at 3 µM; Trace amine-associated receptor 1 (Homo sapiens), Q96RJ0;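 active = inhibition above a per-plate cutoff, the mean inhibition of test compounds on that plate plus 3 SD, cut at about 49% in these data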;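 note: 0% = DMSO plus EC80 beta-PEA response and 100% = DMSO alone without agonist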
#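 Material: CHO RD-HGA16 cells bearing hTAAR1; compound dosing: one-point dosing, 3 µM nominal final; schedule: dye loading 75 min at 37 °C, then 30 min room temperature; measured by: calcium fluorescence with Fluo-8; control set: vehicle and agonist controls; replication: n of 1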
# M1 PAM parental – nonselective calcium activators in parental CHO-K1 cells, primary screen, counter-screen for M1 PAM project, cell-based, Fluo-8 calcium fluorescence, full deck, 1536-well; ATP EC20; 0% at ATP EC20, 100% at ATP max; activation, % at 3 µM; 360,000 compounds, 0.02% hits; AID 602247, 2012;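 active = activation above the run cutoff, the mean activation of all test compounds plus 3 SD, cut at about 40% in these data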;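 note: peak over basal fluorescence ratio in a 140 s read after ATP addition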
# CHO-K1 Ca antag – nonselective inhibitor or artifact in parental CHO-K1 cells; ATP-induced calcium, Fluo-8 fluorescence; inhibition, % at 3 µM; 360,000 compounds, 0.6% hits;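 active = inhibition above a per-plate cutoff, the plate's mean sample inhibition plus 3 SD, cut at about 24% in these data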;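 note: 0% = DMSO plus EC80 ATP and 100% = DMSO alone without ATP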
# OXTR potentiator – human OXTR potentiators, primary screen, fluorescence, CHO-OTR cells, Fluo-8 calcium | 320,000 compounds, 0.061% hits | activation, % at 3 µM | AID 2445, 2010 | Fluo-8 calcium fluorescence, potentiator mode; 0% = oxytocin EC15, 100% = EC100;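 active = activation above that plate's cutoff, the mean activation of tested compounds plus 3 SD, cut at about 6.6% in these data, passing the limit was not always enough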;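 note: 100% uses oxytocin at 75 nM as the full agonist control; some results filed as inactive read as strong as hits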
# Target sequence (P30559 whole entry, looked up): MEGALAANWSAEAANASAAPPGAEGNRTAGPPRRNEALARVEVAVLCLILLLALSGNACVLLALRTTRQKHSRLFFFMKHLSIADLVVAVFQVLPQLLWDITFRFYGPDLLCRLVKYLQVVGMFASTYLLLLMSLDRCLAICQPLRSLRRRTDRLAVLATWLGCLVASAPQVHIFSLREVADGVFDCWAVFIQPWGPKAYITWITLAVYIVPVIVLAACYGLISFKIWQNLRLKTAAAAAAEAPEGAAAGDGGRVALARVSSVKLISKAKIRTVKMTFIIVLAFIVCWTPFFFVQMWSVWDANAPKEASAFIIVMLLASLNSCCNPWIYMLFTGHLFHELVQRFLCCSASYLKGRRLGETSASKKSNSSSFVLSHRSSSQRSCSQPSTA
#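 System: human OTR in CHO cells / Also added: sub-maximal oxytocin, roughly EC15 / Control set: EC15 oxytocin low, 75 nM oxytocin high / Schedule: 6 min compound pre-incubation at room temperature, 100 s kinetic read / Compound: single-point 3.0 µM / Replication: singlicate / Technique: Fluo-8 calcium dye fluorescence / Read-out basis: % activation of max/min ratio relative to oxytocin controls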
# CHRM1 agonist – human M1 muscarinic receptor agonists, primary screen, Fluo-8 calcium fluorescence, CHO-K1 cells, HTS | Muscarinic acetylcholine receptor M1 (Homo sapiens), P11229 | CHO-K1 hM1, agonist mode; 0% DMSO, 100% acetylcholine EC100 | activation, % at 3 µM | 360,000 compounds, 0.33% hits;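 active = activation above the run's mean compound activation plus 3 SD, cut at about 16% in these data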;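 note: peak over basal fluorescence ratio within a 140 s kinetic read after compound addition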
# Target sequence (P11229 whole entry, looked up): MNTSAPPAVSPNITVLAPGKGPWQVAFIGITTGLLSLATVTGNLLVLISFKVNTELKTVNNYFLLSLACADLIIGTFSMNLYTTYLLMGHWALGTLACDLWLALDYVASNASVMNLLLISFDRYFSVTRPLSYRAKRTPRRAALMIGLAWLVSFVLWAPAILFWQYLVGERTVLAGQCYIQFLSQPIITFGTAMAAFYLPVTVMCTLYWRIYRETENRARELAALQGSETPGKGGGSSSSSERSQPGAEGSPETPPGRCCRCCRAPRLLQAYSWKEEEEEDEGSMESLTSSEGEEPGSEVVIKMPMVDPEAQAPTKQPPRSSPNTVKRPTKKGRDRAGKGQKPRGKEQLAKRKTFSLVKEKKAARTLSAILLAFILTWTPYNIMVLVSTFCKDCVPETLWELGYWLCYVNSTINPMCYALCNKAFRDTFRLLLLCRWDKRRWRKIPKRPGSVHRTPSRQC
# M1 ag parental – counter-screen for M1 agonists: effect in parental CHO-K1 cells; Fluo-8 calcium fluorescence; scaled to maximal ATP response, vehicle zero; activation, % at 3 µM; 360,000 compounds, 0.48% hits; in the data active = activation above about 15%;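 note: untransfected CHO-K1 host cells lacking M1 receptor as counterscreen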
# CHRM1 antagonist – human M1 muscarinic receptor antagonists, primary screen, CHO-K1 cells, Fluo-8 calcium fluorescence, 1536-well | inhibition, % at 3 µM | Muscarinic acetylcholine receptor M1 (Homo sapiens), P11229 | 360,000 compounds, 1.3% hits | CHO-K1 hM1, ACh EC80 antagonist | AID 588852, 2011;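 active = percent inhibition above its own plate's cutoff, namely the mean of that plate's compound wells plus 3 SD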;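 note: peak over basal fluorescence ratio during 140 s after agonist addition; 0% = ACh EC80 plus DMSO and 100% = DMSO alone without agonist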
# Starred values were filed as active, the others as inactive; x = not tested or not shown.
SMILES	CHO parental Ca	TAAR1 ag	TAAR1 antagonist	M1 PAM parental	CHO-K1 Ca antag	OXTR potentiator	CHRM1 agonist	M1 ag parental	CHRM1 antagonist
CN(C)S(=O)(=O)N1CCN(C(=O)N2CCOCC2)CC1	-14	6	-3	5	3	5	-3	0.0	-4
CC(=O)Nc1ccc(S(=O)(=O)N2CCN(S(=O)(=O)N3CCCCC3)CC2)cc1	10	3	-8	8	-10	-3	-7	0.5	3
Cc1cc2c(Nc3cccc(O)c3)ncnc2s1	-8	0	5	10	-9	-6	-9	-0.1	-6
CC(=O)O[C@H]1[C@@H](O)[C@H](O)[C@H](Oc2c(O)c(C)c3c4c2[C@@H](C)CC[C@@H]4[C@@H](C)C[C@H]3C=C(C)C)O[C@H]1C	-8	9	-10	-2	-11	-8	1	-0.5	2
CCOC(=O)CCCCCC(=O)Nc1ccc2c(c1)C(=O)N([C@H](C)CO)C[C@@H](C)[C@H](CN(C)S(=O)(=O)c1cn(C)cn1)O2	-2	10	-10	8	-12	5	-12	-0.2	0
O=C(Nc1ccc(N2CCN(c3ncccc3C(F)(F)F)CC2)nc1)c1cccs1	17	22	75*	-4	16	-7	1	11	46*
CCc1ccc(C2CC(c3ccco3)=NN2S(C)(=O)=O)cc1 (stereo not given)	-15	8	-15	17	-9	-9	-6	-0.2	-11
Cc1nc(C)c(C(=O)NCc2ccc(Cl)cc2)o1	-18	x	x	17	-7	-4	0	3.9	1
CN(CC(=O)Nc1ccc(F)cc1)CC(=O)N1CCCCC1	3	4	-3	7	-17	-2	-6	0.0	-6
COc1ccccc1CNC(=O)c1ccc2nc(N3CCOCC3)sc2c1	4	3	11	2	-5	-2	-1	1.0	-4
CC(=O)N1c2ccc(S(=O)(=O)N3CCC(C(=O)Nc4ccc(C)cn4)CC3)cc2CC1C (stereo not given)	-6	1	-20	3	-5	-8	-2	3.3	-6
COc1cc(CNc2ccccc2Oc2cc(=O)n(C)c(=O)n2C)cc(OC)c1OC	-7	3	8	6	-2	-5	-3	0.4	-21
Nc1cc(=O)nc2cn[nH]n12	x	1	-8	20	-12	x	0	0.3	-7
CSc1ccccc1C(=O)C1CCCN(C(=O)c2cncs2)C1 (stereo not given)	-10	-1	-9	-4	-14	5	-2	0.7	13
CCOC(=O)c1nnn(CC(=O)Nc2cccc(OC)c2)c1C(=O)OCC	-4	4	9	9	-3	-8	-1	0.8	-20
CCOc1cc(CNCc2ccccc2)ccc1OCC(=O)NC1CCCCC1	x	9	-2	-18	-2	x	-5	2.1	20
O=C(Nc1nnc(S(=O)(=O)N2CCCCCC2)s1)c1ccc(Cl)cc1	1	3	-14	11	-14	-6	3	-0.2	-4
Cc1cc(/C=C2\SC(=Nc3ccc(F)cc3)NC2=O)c(C)n1-c1ccc(S(N)(=O)=O)cc1	-3	15	26	16	-17	-17	-2	0.8	-16
Cc1ccc(-c2nnc(CN3CCN(C)CC3)o2)cc1	-2	5	15	5	-12	-8	-7	0.2	-5
CC(C)C(C)(C#N)NC(=O)COC(=O)C1CCN(S(=O)(=O)c2ccc3c(c2)OCCO3)CC1 (stereo not given)	x	-1	6	-7	-7	x	-7	2.5	-3
Cc1[nH]nc(C(F)(F)F)c1CCC(=O)NC1CCCCCC1	-3	10	-2	2	-4	-3	-3	-0.1	7
O=C(CN1CCCC1c1cccs1)Nc1cc(S(=O)(=O)N2CCCC2)ccc1Cl (stereo not given)	-15	5	-26	8	-19	-9	-3	0.9	-5
Cc1c(C(=O)Nc2cccnc2)oc2ccc(Br)cc12	-14	7	4	21	-8	4	1	2.6	-17
O=C(Nc1nnc(C(F)(F)F)s1)C1COc2ccccc2O1 (stereo not given)	4	13	3	4	6	-24	4	8.3	4
CC1Cc2nc(SCC(=O)N3CCOCC3)n(-c3ccccc3)c(=O)c2S1 (stereo not given)	1	-1	-18	14	-11	-4	-3	0.0	-16
CC(=O)Cc1nsc(NC(=O)c2ccccc2Cl)n1	-14	12	15	17	-22	-3	-3	1.0	-20
CC1CCC(NC(=O)c2ccc(NS(=O)(=O)c3ccc4[nH]c(=O)[nH]c4c3)cc2)CC1 (stereo not given)	7	0	7	7	0	-1	-6	0.3	-5
CN(C(=O)c1cccn(Cc2ccccc2)c1=O)c1ccccc1	-3	2	0	-11	15	-3	-7	3.7	16
COCCCNC(=S)Nc1ccc2nc(N3CCOCC3)cc(C)c2c1	-9	0	-6	-17	7	-4	-2	1.1	-2
CNC(=O)Nc1ccccc1NC(=O)NC	-16	0	-11	-3	4	2	-3	-0.3	4
O=C(CSc1nnc2c(Cl)cc(Cl)cn12)NC1CCS(=O)(=O)C1 (stereo not given)	-10	12	-9	5	-1	-10	-2	-0.4	-11
COc1ccccc1CNC(=O)C1CCN(S(=O)(=O)c2cccc3cccnc23)CC1	-12	4	8	21	-3	-1	-2	1.2	10
Cc1c(NC(=O)c2cccc(NC(=O)Cc3ccc(F)cc3)c2)c(=O)n(-c2ccccc2)n1C	-4	-1	-3	5	-15	1	-3	0.9	-5
O=C(O)COc1ccccc1/C=N/NC(=O)c1cc(-c2ccccc2)nc2ccccc12	-16	-1	-11	15	-5	-2	-3	0.6	-13
O=C(NCc1ccccc1)C1=C[C@@H](c2ccc(C(F)(F)F)cc2)C[C@@H](OCc2ccc(CO)cc2)O1	-8	2	39	19	-9	-12	-6	0.2	-5
Cc1cccc(NC(=O)CCC2CCN(Cc3nccs3)CC2)c1	-31	2	-5	10	-16	-9	-9	0.8	-4
CCN(CC)C(=O)Cn1cc(C(=O)C(=O)N2CCN(c3ccc(OC)cc3)CC2)c2ccccc21	-25	2	-21	4	-24	-8	-2	-0.1	-20
CCOc1ccc(C(=O)COC(=O)c2nn(CC)c(=O)c3ccccc23)cc1	-27	15	25	-5	-9	-7	-4	1.1	-6
CC1Sc2ccccc2N(Cc2ccccc2)C1=O (stereo not given)	x	8	-12	21	-15	x	-8	-0.4	1
O=C(CNC(=O)c1ccccc1)OCc1nnc(-c2ccccc2)o1	13	0	16	-4	2	-2	-2	0.2	-13
O=C(c1cnn(C(=O)c2ccco2)c1)c1cc(F)ccc1O	-8	4	-5	22	-20	-7	-4	2.4	-13
Cc1ccc(S(=O)(=O)N2CCN(c3ccnc4cc(Cl)ccc34)CC2)cc1	56*	1	45	2	0	-19	-2	8.0	7
CCOCCOc1nc(C)cc(C)c1S(=O)(=O)c1ccccc1C	-19	-2	5	19	-5	3	-11	0.6	4
CCc1ccc(-c2csc(NC(=O)Oc3ccccc3)n2)cc1	-20	2	-9	15	-5	-1	-3	3.9	-4
Cc1noc(C)c1S(=O)(=O)Nc1ccc2c(c1)C(=O)N([C@H](C)CO)C[C@H](C)[C@@H](CN(C)C(=O)Nc1ccccc1)O2	-10	1	-12	-1	-10	-1	1	-0.2	4
Cc1ccc(C(=O)c2coc3ccc(O)c(Cl)c23)cc1	-15	6	17	-7	18	-11	-1	-0.4	-8
O=C(COc1ccccc1F)NNC(=O)c1ccc(F)c(S(=O)(=O)N2CCOCC2)c1	-11	1	-2	-10	0	3	0	0.5	-8
Cc1cccc(NC2(C(F)(F)F)N=C(c3ccccc3)NC2=O)n1 (stereo not given)	2	x	x	18	-10	-6	0	3.1	-8
Cc1ccc(NS(=O)(=O)c2cc(NC(=O)c3ccc4c(c3)NC(=O)CS4)ccc2C)c(C)c1	-4	2	20	20	-6	-10	-7	0.8	-6
CN(C(=O)CSc1nnnn1C)C1(C#N)CCCCC1	2	5	-7	7	-8	-4	-5	0.2	-10
COc1ccc(NC(=O)C2CCCN(S(=O)(=O)c3cccc4nonc34)C2)cc1OC (stereo not given)	-18	6	3	1	1	-6	-9	1.3	-5
COc1ccc(C2CC(=O)c3cnc(NC(=O)c4ccccc4)nc3C2)cc1OC (stereo not given)	-15	0	-7	-1	3	-5	-2	-0.2	-2
CCOC(=O)c1oc2ccccc2c1N	2	2	8	-4	2	-11	-2	-0.3	-19
NC(Cc1ccc(C(F)(F)F)cc1)c1csc(Nc2ccc(C(=O)NCCCO)cn2)n1 (stereo not given)	x	1	-3	10	-10	x	-6	0.0	-4
CCOc1ccc(/C=C/C(=O)N(C)CC(=O)Nc2cccc(F)c2)cc1OCC	-18	-2	-6	-8	7	6	-4	0.1	-2
COc1ccc(-c2cc(-c3ccc(C)cc3)n[nH]2)c(O)c1	-7	0	-20	-11	-1	-12	-3	0.9	-1
O=C(CSCc1c(Cl)cccc1Cl)Nc1nccs1	-11	4	-3	14	-10	-7	-6	0.4	-3
CC(=O)c1c(C)[nH]c(C(=O)/C(C#N)=C/c2cccc(C)c2)c1C	-5	-1	10	0	4	-1	-3	0.2	-11
Cc1nc(Nc2ccc3c(c2)OCO3)c2oc3ccccc3c2n1	-20	-2	-5	0	1	9	-6	0.3	-3
CC1CCC2C(=O)N(c3ccccc3OC(=O)c3ccccc3)C(=O)C2C1 (stereo not given)	-13	5	2	6	-4	5	-3	1.3	8

# Later entries
SMILES	CHO parental Ca	TAAR1 ag	TAAR1 antagonist	M1 PAM parental	CHO-K1 Ca antag	OXTR potentiator	CHRM1 agonist	M1 ag parental	CHRM1 antagonist
CCc1ccccc1NC(=O)c1cccc(Oc2ccc([N+](=O)[O-])cc2Cl)c1	-26	-1	-13	30	-7	-8	-9	1.5	6
CSc1nc(N(C)CCO)c2sc3nc(-c4ccco4)c4c(c3c2n1)CCC4	-4	x	x	26	-15	-5	-4	-0.2	-6
CCCCCCN1C=CC=C/C1=C/C=C(C#N)C#N	-10	15	19	16	1	-8	-5	11	8
O=C(Nc1ccc(OCC(F)(F)C(F)F)cc1)c1ccncc1	14	4	5	-5	-6	-30	-1	14	13
